Yeast growth tox – Inhibitors of S. cerevisiae growth, toxicity | S. cerevisiae wild-type growth, A595 turbidity, 16 h | growth inhibition, % at 25 µM (by protocol) | 30,000 tested, 0.3% active | AID 685;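 active = mutant and wild-type yeast strains alike exhibit over 30% growth inhibition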;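 also: 0% = untreated cell controls and 100% = YPD media blanks without cells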
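Incubation: 16 h growth with compound, 30 °C; Material: S. cerevisiae wild-type or eIF2Bepsilon-R284H mutant strain; Signal: turbidity measured as absorbance at 595 nm; Medium: YPD yeast growth medium; Measure: growth inhibition (%) versus cell controls and blanks; Doses: 25 µM single dose.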
Yeast eIF2B – eIF2B (yeast) activity modulation | S. cerevisiae eIF2B-epsilon R284H, GCN4-lacZ luminescence | inhibition, % at 25 µM (by protocol) | 27,000 tested, 0.91% active;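 active = mutant luminescence inhibited past about 50% while wild type luminescence and mutant growth stay under set limits, limit read from the data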; also: some compounds called inactive have numbers as strong as hits
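Assay system: yeast eIF2B-epsilon R284H mutant carrying GCN4–beta-galactosidase fusion / Buffer or medium: YPD / Incubation: 16 h growth with compound at 30 °C, 90 min Beta-Glo step / Detection: Beta-Glo luminescence after Z-buffer lysis, growth by 595 nm absorbance / Read-out: % inhibition of reporter signal and growth versus controls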
Yeast growth tox inhibition % – second read-out of Yeast growth tox, no call of its own (marks repeat the call); growth inhibition, %; S. cerevisiae eIF2Bepsilon-R284H mutant growth, A595 turbidity, 16 h;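 each compound tested once at 25 µM; 0% equals untreated cells and 100% equals cell-free medium blanks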
Yeast eIF2B mutant toxicity – also measured in Yeast eIF2B; calls as there; growth inhibition, %; measured here: mutant yeast growth, toxicity;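 each compound tested once at 25 µM; zero equals untreated control growth and 100 equals blank medium absorbance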
Active calls of the source: *; . = no result given.

Screens by letter – A = Yeast growth tox; B = Yeast growth tox inhibition %; C = Yeast eIF2B; D = Yeast eIF2B mutant toxicity
> CCOC(=O)c1ccc(NC(=O)N2CCN(C3CCCCC3)CC2)cc1
  A: 39 | B: 9 | C: . | D: .

> CP(=O)(COC(=O)c1ccccc1)COC(=O)c1ccccc1
  A: 12 | B: 5 | C: 13 | D: 5

> O=C(O)C1CC(=O)N(C2CCCCC2)C1c1ccccc1 (configuration not stated)
  A: 7 | B: 8 | C: 12 | D: 8

> Cc1ccc2nc(N3CCN(Cc4nnnn4Cc4ccccc4)CC3)c(C#N)cc2c1
  A: -7 | B: 24 | C: 14 | D: 24

> Cc1ccccc1OCc1nc2c3cnn(C)c3ncn2n1
  A: -14 | B: -14 | C: 55* | D: .

> CSc1nc(Oc2ccc(=O)n(C)n2)nc(N(C)C)n1
  A: -22 | B: -5 | C: -6 | D: -5

> CCCCn1nnnc1SCC(=O)NCc1ccccc1
  A: 9 | B: 16 | C: 9 | D: 16

> CN(C)c1ccc(C(CC(=O)O)NC(=O)c2ccc(Cl)cc2)cc1 (configuration not stated)
  A: 4 | B: 14 | C: -21 | D: 14

> CC(C)n1c(SCC(=O)Nc2ccccc2N2CCOCC2)nc2c1c(=O)n(C)c(=O)n2C
  A: 16 | B: 7 | C: -32 | D: 7

> Cc1ccccc1-c1ccc(=O)n(CC(=O)Nc2ccc(C(=O)N3CCCC3)cc2)n1
  A: -6 | B: -43 | C: 20 | D: -43

> Cn1cccc1/C=N/n1cnnc1
  A: 11 | B: 11 | C: 15 | D: 11

> Cc1cnc(NC(=O)c2c(O)c3cccc4c3n(c2=O)CCC4)s1
  A: -19 | B: -4 | C: . | D: .

> Cc1ccc(-n2c(SCC(=O)NCc3ccco3)nc3sc4c(c3c2=O)CC(C)(C)SC4)cc1
  A: 15 | B: 2 | C: . | D: .

> CC(C)(C)n1ncc2c(=O)n(CC(=O)N3CCN(c4ccccc4)CC3)cnc21
  A: 11 | B: 0 | C: 25 | D: .

> O=P(O)(CCc1ccccn1)CN1CCCCC1
  A: 18 | B: 13 | C: 25 | D: 13

> O=C(OCCN1C(=O)c2ccccc2C1=O)C1CCN(S(=O)(=O)c2cccs2)CC1
  A: 35 | B: -16 | C: 11 | D: -16

> CC(=O)Nc1ccc2nc(N)sc2c1
  A: -21 | B: -10 | C: 45 | D: -10

> C=CCn1c(SCC(=O)c2ccc(NS(=O)(=O)c3ccccc3)cc2)nnc1-c1cccs1
  A: 7 | B: 4 | C: -11 | D: 4

> COCCCNC(=O)CN(c1cc(Cl)cc(Cl)c1)S(C)(=O)=O
  A: 12 | B: 16 | C: 33 | D: 16

> COc1ccc(CN(CC(=O)NCC2CCCO2)C(=O)CCC(=O)Nc2cc(C)ccn2)cc1 (configuration not stated)
  A: 1 | B: 9 | C: 22 | D: 9

> CCN1CCCC1CNC(=O)c1ccc(CS(=O)(=O)c2ccccc2C)o1 (configuration not stated)
  A: 8 | B: 8 | C: 13 | D: 8

> FC(F)C(F)(F)C(F)(F)C(F)(F)c1cc(-c2ccccc2)n[nH]1
  A: 28 | B: 18 | C: 19 | D: 18

> Cc1ccc(C)c(OCCCCCn2ccnc2)c1
  A: 20 | B: 21 | C: 26 | D: 21

> Cc1cc(C)c2[nH]c(=O)c(CN(CC3CCCO3)C(=O)C3CCCO3)cc2c1 (configuration not stated)
  A: . | B: . | C: 17 | D: .

> COC(=O)c1ccc(CSc2nc3sc4c(c3c(=O)n2C)CCCC4)o1
  A: -17 | B: 0 | C: 23 | D: .

> CC(C)(C)c1ccc(C(=O)NCC(=O)OCN2C(=O)c3ccccc3C2=O)cc1
  A: -13 | B: -3 | C: 13 | D: -3

> CCOc1cccc2cc(C(=O)Nc3cc(C)on3)c(=O)oc12
  A: -23 | B: -9 | C: 28 | D: -9

> COC(=O)c1ccc(S(=O)(=O)N2CCCC2)o1
  A: -5 | B: 26 | C: -15 | D: 26

> CCOc1ccc(-c2[nH]ncc2Oc2cccc(OC)c2)c(O)c1
  A: 6 | B: 12 | C: -1 | D: 12

> COc1ccc(-n2nnc3c(SCC(=O)N4CCN(c5ccccc5)CC4)ncnc32)cc1
  A: -3 | B: 20 | C: -44 | D: 20

> O=C(COc1ncnc2c(Cl)cc(Cl)cc12)NCCC1=CCCCC1
  A: -17 | B: 0 | C: . | D: .

> Cc1nc(SCC(=O)Nc2ccc3c(c2)OCO3)c(C#N)c2c1CCCC2
  A: 20 | B: 0 | C: 17 | D: .

> CC(=O)NCC12CC3CC(C1)CC(C(=O)O)(C3)C2
  A: 9 | B: 14 | C: -11 | D: 14

> COC(=O)c1cccnc1NC(=S)NNC(=O)c1ccncc1
  A: 7 | B: 30 | C: 23 | D: 30

> CCN(CC)S(=O)(=O)c1ccc(NC(=O)c2ccc(CN3CCOCC3)cc2)cc1
  A: -5 | B: 0 | C: 2 | D: .

> CCC(Sc1nc2sc(C(=O)OC)c(C)c2c(=O)n1N)C(=O)NCC1CCCO1 (configuration not stated)
  A: -22 | B: 14 | C: 50* | D: .

> O=C(CSc1ncn[nH]1)Nc1ccc(Br)cc1F
  A: 4 | B: 8 | C: 20 | D: 8

> CC(NC(=O)CCSc1nc(-c2ccco2)cc(C(F)(F)F)n1)c1ccccc1 (configuration not stated)
  A: 7 | B: -14 | C: -3 | D: -14

> O=C(CCCN1C(=O)c2ccccc2C1=O)Nc1nccs1
  A: 9 | B: 11 | C: . | D: .

> CC(NC(=O)Cn1cc(C(=O)C2CC2)c2ccccc21)c1ccccc1 (configuration not stated)
  A: 8 | B: 5 | C: 26 | D: 5

> CCN(c1ccc(C)c(C)c1)S(=O)(=O)c1c(C)[nH]c(=O)[nH]c1=O
  A: 4 | B: 15 | C: 21 | D: 15

> CCOC(=O)N1CCN(C(=O)c2ccc(N(Cc3ccccc3)S(C)(=O)=O)cc2)CC1
  A: 6 | B: 24 | C: 30 | D: 24

> CNc1c(N)n(Cc2ccccc2)c(=O)[nH]c1=O
  A: 25 | B: 15 | C: . | D: .

> CCOC(=O)CSc1nc2c(cnn2-c2ccc(C)cc2)c(=O)[nH]1
  A: -15 | B: -7 | C: 9 | D: -7

> FC(F)Oc1ccc(/C=N/c2c(-c3ccc(OC(F)F)cc3)nc3n2CCS3)cc1
  A: -1 | B: -5 | C: 19 | D: -5

> COc1ccc(OC)c(NC(=O)COC(=O)/C=C/c2c(C)nn(C3CCS(=O)(=O)C3)c2Cl)c1 (configuration not stated)
  A: -1 | B: -24 | C: 10 | D: -24

> COc1cc2[nH]c(=S)n(C3CCCC3)c(=O)c2cc1OC
  A: 32* | B: 33* | C: 3 | D: 33

> COc1ccc(/C=C2\CCc3ccccc3C2=O)cc1Cn1nc(C)cc1C
  A: 7 | B: 18 | C: . | D: .

> Cc1ccc(C2/C(=C(\O)c3c(C)nc4ccccn34)C(=O)C(=O)N2CCCN2CCOCC2)o1 (configuration not stated)
  A: 16 | B: -10 | C: 2 | D: -10

> CC(C)C[C@H](NC(=O)OC(C)(C)C)c1nnc(SCc2cccc(F)c2)o1
  A: 0 | B: 2 | C: 13 | D: 2

A different layout for some results above.
smiles	Yeast growth tox	Yeast growth tox inhibition %	Yeast eIF2B	Yeast eIF2B mutant toxicity
COc1ccc(OC)c(NC(=O)COC(=O)/C=C/c2c(C)nn(C3CCS(=O)(=O)C3)c2Cl)c1 (configuration not stated)	-1	-24	10	-24
CC(C)(C)c1ccc(C(=O)NCC(=O)OCN2C(=O)c3ccccc3C2=O)cc1	-13	-3	13	-3

Copied from the list:
In Yeast eIF2B mutant toxicity, O=C(CSc1ncn[nH]1)Nc1ccc(Br)cc1F reads 8
In Yeast eIF2B, Cc1ccc(C2/C(=C(\O)c3c(C)nc4ccccn34)C(=O)C(=O)N2CCCN2CCOCC2)o1 (configuration not stated) reads 2
In Yeast eIF2B mutant toxicity, CCN(c1ccc(C)c(C)c1)S(=O)(=O)c1c(C)[nH]c(=O)[nH]c1=O reads 15

The results go on.
Screens by letter – A = Yeast growth tox; B = Yeast growth tox inhibition %; C = Yeast eIF2B; D = Yeast eIF2B mutant toxicity
> O=C(Nc1ccc(S(=O)(=O)NC2CCCCC2)cc1)c1ccc(Br)o1
  A: -12 | B: 4 | C: . | D: .

> CC1COC2C(O1)N(S(C)(=O)=O)CCN2S(C)(=O)=O (configuration not stated)
  A: 2 | B: -5 | C: 18 | D: -5

> Cc1ccc(-n2c(Cc3cccn3C)nnc2SCC(=O)Nc2nnc(C)s2)cc1
  A: . | B: . | C: -6 | D: .

> Cc1ccc2nc(-c3ccccc3)cc(C(=O)O)c2c1
  A: 3 | B: 9 | C: 19 | D: 9

> CC(=O)c1c(C)[nH]c(C(=O)OCC(=O)N2CCc3ccccc32)c1C
  A: 5 | B: -24 | C: 10 | D: -24

> COc1ccc(-n2ncc3c(NCC4CCCO4)ncnc32)cc1 (configuration not stated)
  A: 19 | B: 20 | C: 6 | D: 20

> Cc1ccc(CN2C(=O)CCC2C(=O)NCCCN2CCOCC2)cc1 (configuration not stated)
  A: 7 | B: -10 | C: 20 | D: -10

> O=C1CC(N2CCN(c3ccccc3Cl)CC2)C(=O)N1c1ccc(F)cc1 (configuration not stated)
  A: -12 | B: 19 | C: 9 | D: 19

> Cc1cc(Cl)c(OCCN2C(=O)NC(C)(C)C2=O)c(Br)c1
  A: 3 | B: 31 | C: 16 | D: 31

> CCCCCCCn1c(=N)n(CC(=O)c2ccco2)c2ccccc21
  A: 10 | B: 3 | C: 28 | D: 3

> COc1cccc(C2C(C(=O)c3sc(C)nc3C)=C(O)C(=O)N2CCN(C)C)c1OC (configuration not stated)
  A: 12 | B: 4 | C: 17 | D: 4

> CCCc1nc2c(nnn2Cc2ccccc2)c(=O)[nH]1
  A: 49 | B: 4 | C: 15 | D: 4

> COc1cccc(C(=O)Nc2ccc(NC(=O)C(C)(C)C)cn2)c1
  A: 21 | B: 0 | C: 6 | D: .

> CCOC(=O)c1[nH]c(C)c(C)c1C
  A: 1 | B: -2 | C: -7 | D: -2

> COC(=O)c1cc(NC(=O)C2CCCN(S(=O)(=O)c3c(C)n[nH]c3C)C2)cc(C(=O)OC)c1 (configuration not stated)
  A: -7 | B: 0 | C: 39 | D: .

> COc1cccc(C(=O)Nc2ccccc2N2CCOCC2)c1
  A: . | B: . | C: 19 | D: .

> Cc1ccc(N2CC(C(=O)Nc3nnc(C(C)C)s3)CC2=O)cc1 (configuration not stated)
  A: -6 | B: -14 | C: 17 | D: -14

> O=C(CSc1nnc(CNc2ccc(F)cc2)n1Cc1ccccc1)N1CCOCC1
  A: -18 | B: 7 | C: 54 | D: 7

> COC(=O)C1=C(C)Nc2nnnn2C1c1ccco1 (configuration not stated)
  A: -3 | B: 3 | C: 19 | D: 3

> Cc1c(C(=O)NC(C)CN2CCCCC2)oc2ccccc12 (configuration not stated)
  A: -2 | B: -15 | C: . | D: .

> CCCCOCCCNC(=O)N[C@H](C(=O)OC)C(C)C
  A: 3 | B: 3 | C: -4 | D: 3

> Cc1ccn2c(NC(=O)c3ccco3)c(-c3ccccc3)nc2c1
  A: . | B: . | C: -15 | D: .

> COc1cc(C(=O)OCC(=O)Nc2c(F)c(F)c(F)c(F)c2F)cc(OC)c1OC
  A: -5 | B: 9 | C: 15 | D: 9

> Cc1onc(-c2c(F)cccc2Cl)c1C(=O)NCCc1ccc(S(N)(=O)=O)cc1
  A: -21 | B: -22 | C: -4 | D: -22

> COc1cc(C2C(C#N)=C(N)OC3=C2C(=O)CC(C)(C)C3)ccc1OC(=O)N1CCOCC1 (configuration not stated)
  A: 3 | B: 3 | C: 0 | D: 3

> CC1CCN(CCC(=O)Nc2ccc3c(c2)CCC3)CC1
  A: -20 | B: -26 | C: 28 | D: -26

> Cc1ccc(CNC(=O)CN(C2CCCCC2)S(C)(=O)=O)cc1
  A: 26 | B: 17 | C: -4 | D: 17

> COc1ccc(CC(=O)Nc2cc(Cl)ccc2O)cc1
  A: . | B: . | C: 10 | D: .

> CN(C)c1cc[n+](Cc2c(Cl)cccc2Cl)cc1
  A: 3 | B: -8 | C: 31 | D: -8

> CC(=O)Nc1ccc(-c2csc(NCc3ccco3)n2)cc1
  A: 13 | B: -3 | C: 24 | D: -3

Just Yeast growth tox and Yeast eIF2B, for some of the entries so far:
SMILES	Yeast growth tox	Yeast eIF2B
Cc1ccc(CNC(=O)CN(C2CCCCC2)S(C)(=O)=O)cc1	26	-4
COc1ccc(CC(=O)Nc2cc(Cl)ccc2O)cc1	.	10
CN(C)c1cc[n+](Cc2c(Cl)cccc2Cl)cc1	3	31

Exported with two lines to a compound: entries from further up
Second line of a record: Yeast growth tox	Yeast growth tox inhibition %	Yeast eIF2B	Yeast eIF2B mutant toxicity
- COc1ccc(CC(=O)Nc2cc(Cl)ccc2O)cc1
  .	.	10	.
- CN(C)c1cc[n+](Cc2c(Cl)cccc2Cl)cc1
  3	-8	31	-8
- CC(=O)Nc1ccc(-c2csc(NCc3ccco3)n2)cc1
  13	-3	24	-3

Assay outcomes: PubChem BioAssay, PCMD

Not all compounds are listed, so the mix of outcomes need not match the whole.
